# PfG6PD inh = PfG6PD (Plasmodium falciparum) enzyme inhibition. PfGluPho enzyme, NADPH resazurin-diaphorase fluorescence. inhibition, % at 20 µM. actives 0.78% (n = 350,000);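 active means inhibition reaching at least a set limit at 20 µM in the primary screen, cut at about 59% in these data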;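 further: 0% = DMSO wells with substrate and 100% = DMSO wells lacking glucose-6-phosphate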
# A3A deaminase = inhibitors of human APOBEC3A DNA deaminase. P31941. recombinant A3A, FAM/TAMRA ssDNA deamination fluorescence. inhibition, % at 20 µM. actives 0.41% (n = 330,000);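 active means at least 40% inhibition at 20 µM here, with at most 30% in a related deaminase screen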;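 further: plate controls were A3A with DMSO for no effect and wells lacking A3A enzyme for full effect; some results filed as inactive read as strong as hits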
# mIAP inh = blocks mouse intestinal alkaline phosphatase. purified mouse IAP, CDP-Star luminescence, 30 min. inhibition, % at 10 µM. actives 0.2% (n = 330,000);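 active means inhibition of at least 40% at 10 µM in the primary screen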;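 further: plate controls were DMSO with enzyme for no effect and no enzyme wells for full effect; values of inactives mirror those of a sister screen read the other way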
# HKDC1 inhibitor = HKDC1 (human) hexokinase inhibition | actives 0.16% (n = 340,000) | inhibition, % at 20 µM | recombinant HKDC1, G6PDH/diaphorase resazurin coupled fluorescence | Q2TB90 | AID 493160;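 active means inhibition above about 35% when tested at 20 µM, limit read from the data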;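 further: plate controls were DMSO wells with enzyme for no effect and DMSO wells lacking enzyme for full effect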
# Target sequence (Q2TB90 whole entry, looked up): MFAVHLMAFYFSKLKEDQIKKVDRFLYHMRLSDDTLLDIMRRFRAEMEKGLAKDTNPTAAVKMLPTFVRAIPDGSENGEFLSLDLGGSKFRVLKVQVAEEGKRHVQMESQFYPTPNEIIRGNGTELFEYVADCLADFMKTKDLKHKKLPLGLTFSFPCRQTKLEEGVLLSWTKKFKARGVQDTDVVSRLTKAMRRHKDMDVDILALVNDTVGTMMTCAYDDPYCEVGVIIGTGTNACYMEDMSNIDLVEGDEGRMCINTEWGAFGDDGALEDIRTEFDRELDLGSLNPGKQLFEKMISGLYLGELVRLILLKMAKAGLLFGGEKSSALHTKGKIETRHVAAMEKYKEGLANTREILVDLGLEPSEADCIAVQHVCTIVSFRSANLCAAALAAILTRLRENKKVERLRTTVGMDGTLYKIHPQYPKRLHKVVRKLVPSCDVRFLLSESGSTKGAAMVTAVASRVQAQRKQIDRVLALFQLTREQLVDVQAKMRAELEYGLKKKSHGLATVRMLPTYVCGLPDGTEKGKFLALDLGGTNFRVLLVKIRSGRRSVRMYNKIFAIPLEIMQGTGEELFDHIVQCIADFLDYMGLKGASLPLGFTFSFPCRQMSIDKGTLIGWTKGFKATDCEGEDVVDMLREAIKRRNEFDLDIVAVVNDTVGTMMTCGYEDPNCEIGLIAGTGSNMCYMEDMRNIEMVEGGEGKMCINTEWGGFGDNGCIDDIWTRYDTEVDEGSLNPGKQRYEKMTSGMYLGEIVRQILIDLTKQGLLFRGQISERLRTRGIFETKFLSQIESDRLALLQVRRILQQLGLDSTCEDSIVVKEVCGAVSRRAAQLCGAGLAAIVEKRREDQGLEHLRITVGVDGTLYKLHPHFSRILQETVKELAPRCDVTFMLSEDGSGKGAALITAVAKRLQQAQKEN
#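 Assay system: in-house recombinant HK5 (HKDC1) enzyme. Input: HKDC1 at 5 µg/mL. Medium: Tris pH 8.0 buffer with MgCl2, Tween-20, BSA, BME. Dosing: single 20 µM dose. Schedule: 90 min reaction incubation at room temperature, dark. Signal: resazurin-to-resorufin fluorescence via G6PDH and diaphorase coupling, 525/613 nm. Controls: DMSO-enzyme wells negative, buffer-substituted wells positive.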
# ATG4B inhibitor = inhibitors of human ATG4B cysteine protease | Q9Y4P1 | ATG4B cleavage of LC3-PLA2, NBD-HPC fluorescence, 1 h | inhibition, % at 8.33 µM | actives 0.51% (n = 340,000) | AID 504462; in the data active means inhibition above about 40%
# hIAP act = human IAP activation; actives 0.16% (n = 330,000); activation factor at 10 µM; purified human IAP, CDP-Star luminescence, 30 min; hits give high values; 1 = vehicle-only enzyme, 0 = enzyme-free background; P09923;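 active means activation factor of the enzyme at least 2-fold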; further: the source names both 10 and 20 µM as test concentration; values of inactives mirror those of a sister screen read the other way
# hIAP block = human IAP inhibition; inhibition, % at 10 µM; P09923; actives 0.12% (n = 330,000); purified IAP, CDP-Star luminescence, 30 min;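 active means inhibition reaching a set limit with compound at 10 µM in the primary screen, cut at about 35% in these data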;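 further: plate controls were DMSO wells with enzyme for no effect and no-enzyme buffer wells for full effect; values of inactives mirror those of a sister screen read the other way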
# mIAP activ = mouse IAP activation | muIAP, CDP-Star luminescence, 30 min; hits give high values; 1 = vehicle-only enzyme signal, 0 = enzyme-free wells | activation factor at 10 µM | actives 0.24% (n = 330,000) | AID 2805;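 active means activation factor of at least 2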; further: the source names both 10 and 20 µM as test concentration; values of inactives mirror those of a sister screen read the other way
#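 Assay system: mouse IAP enzyme / Compound: DMSO-dissolved test compounds / Timing: 30 min, room temperature / Measured by: luminescence from enzymatic CDP-Star hydrolysis / Control set: DMSO-only wells, enzyme-free buffer wells as negative control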
# An asterisk follows results filed as active; nt = not tested or not shown.
SMILES,PfG6PD inh,A3A deaminase,mIAP inh,HKDC1 inhibitor,ATG4B inhibitor,hIAP act,hIAP block,mIAP activ
O=C(Nc1ccc(Cl)cc1)Nc1ccc2c(c1)N1CCN=C1S2,46,2,-63,2,-5,1.1,-7,1.6
Cc1ccc(OCc2ccccc2C)c([N+](=O)[O-])n1,-7,4,-11,1,1,0.93,7,1.1
COc1ccc(C2CC(=O)Oc3cc4c(cc32)OCO4)cc1 (stereo not given),12,4,-5,-1,5,nt,nt,1.1
Cc1cccc(C)c1NC(=O)C1CCCN1S(=O)(=O)c1ccc2c(c1)n(C)c(=O)c(=O)n2C (stereo not given),10,0,0,-3,-5,0.94,6,0.99
O=C(CSc1ncnc2ccccc12)Nc1ccc2c(c1)OCO2,6,-6,7,-4,-6,0.8,20,0.93
CCOC(=O)c1ccc(N=C2SC(C(=O)Nc3ccc(C(=O)O)cc3)CC(=O)N2Cc2cccs2)cc1 (stereo not given),10,-2,7,-7,55*,0.91,9,0.93
O=C1CCCC2=C1C(c1ccc(O)c(O)c1)c1c(ccc3ncccc13)N2 (stereo not given),44,11,9,8,9,1,-4,0.91
CCc1ccc(C(=O)NNC(=O)c2n[nH]c(=O)c3ccccc23)cc1,-1,2,12,-5,-2,1.7,-67,0.89
COCCn1c(C)cc(C(=O)CSc2nnc3ccccn23)c1C,1,-5,5,-7,-16,0.92,8,0.95
COc1ccc(NC(=O)CSc2nc3c(c(=O)n2-c2ccccc2OC)SCC3)cc1,30,-4,-18,1,-16,0.96,4,1.2
Cc1ccc(CSCCNC(=O)/C=C/c2ccccc2Cl)cc1,10,-1,6,-8,34,0.91,9,0.94
CNc1ncc(C(=O)C(C)(C)C)s1,-11,-21,8,2,-2,0.99,1,0.92
COc1ccc(S(=O)(=O)N2CCOC23CCN(S(=O)(=O)c2cc(C)ccc2C)CC3)cc1,-12,1,3,3,8,0.82,18,0.97
O=C(CCN1C(=O)c2ccccc2C1=O)Nc1ccncc1,-12,0,3,-8,9,1,-2,0.97
CCOc1ccc(CN(C)Cc2cc(=O)oc3cc(C)c(Cl)cc23)cc1,-5,-5,-2,-6,5,0.82,18,1
O=C(CCCN1C(=O)c2ccccc2C1=O)Nc1ccccc1,-4,1,-9,1,0,1.1,-11,1.1
CCCOC(=O)c1cccc(NC(=O)C(C)(C)C)c1,7,-1,2,-2,-4,0.94,6,0.98
Cc1ccccc1NC(=O)N1CCN(C(=O)c2ccco2)CC1,-6,-2,4,-9,-5,1,-4,0.96
O=C(C1CCCO1)N1CCN(C(=S)Nc2ccc(Cl)c(Cl)c2)CC1 (stereo not given),6,-7,-3,-3,-6,0.92,8,1
Cc1cccc(N2CCN(C(=O)c3c(-c4ccccc4Cl)noc3C)CC2)c1C,nt,1,-1,nt,nt,0.94,6,1
CCOC(=O)c1cnc(-c2ccccc2)nc1Oc1cccc(Cl)c1,15,9,2,-2,-7,0.9,10,0.98
Cc1ccc2c(C)c(C(=O)NCc3ccc(S(N)(=O)=O)cc3)oc2c1C,4,-1,10,1,-16,0.99,1,0.9
COc1ccc(Cl)cc1-c1n[nH]c(=S)o1,2,-7,-3,8,-3,1.2,-17,1
O=C(NCC1CCCO1)c1cccc(NS(=O)(=O)c2ccc(Br)cc2)c1 (stereo not given),-11,-1,2,0,2,1,-2,0.98
Cc1nnc(C)n1/N=C/c1cccn1C,-20,2,-4,-6,-1,1.2,-17,1
Cc1ccc(S(=O)(=O)NNC(=O)c2ccc3ccccc3n2)cc1,-9,8,16,0,1,0.94,6,0.84
Cc1nc(/C(N)=N/OC(=O)c2ccccc2Cl)c(C(F)(F)F)o1,15,0,-4,6,-1,0.98,2,1
Cc1nnc(NC(=O)CSc2ncc(-c3ccccc3)[nH]2)s1,-7,0,7,-3,-6,0.95,5,0.93
O=c1c2ccccc2c(-c2ccc(O)cc2)nn1-c1cccc(C(F)(F)F)c1,20,3,12,-5,60*,1,-1,0.88
CCCOc1ccc(Cn2c(O)cc(=O)[nH]c2=O)cc1,-21,-5,0,-1,-1,1.1,-6,1
CCOCc1nnc(NC(=O)C2c3ccccc3Oc3ccccc32)s1,-1,4,-5,-7,-14,1.1,-11,1
CCOC(=O)/C(CCC[N+](C)(CC)CC)=N\O,-7,40,-10,-4,4,1.4,-35,1.1
COc1cc(C(=O)N/N=C/c2ccc(OC(=O)c3ccccc3Cl)cc2)ccc1O,-3,-2,2,-2,4,1.1,-14,0.98
CC(Sc1nc(-c2ccccc2)cc(C(F)(F)F)n1)C(=O)O (stereo not given),-11,-6,15,-10,-3,0.86,14,0.85
CC(C)=CCN1CCN(Cc2cccn2-c2ccccn2)CC1CCO (stereo not given),8,-1,2,-5,1,1.1,-6,0.97
Cc1ccc(NC(=O)c2ccc(CSc3ncnc4nc[nH]c34)cc2)c(C)c1,7,0,8,-8,1,1.4,-37,0.92
COc1ccc(C2=CC3=C(Br)C(=O)C(C)(OC(=O)C4CCCC4)C(=O)C3=CO2)cc1 (stereo not given),16,13,10,53*,65*,0.93,7,0.9
CCN(CC)c1ccc(N=CN2CCOCC2)cc1,29,0,8,2,6,1,-2,0.92
N=C(N)c1ccc(N)cc1,12,2,3,-2,-1,1,-4,0.97
O=C(O)c1ccc(S(=O)(=O)Nc2ccc(O)c(Sc3nc4ccccc4s3)c2)cc1,-10,6,11,12,5,0.92,8,0.89
COc1ccc(CC(=O)Nc2ccccc2C(=O)N2CCCC2)cc1,-6,-1,5,-5,9,0.96,4,0.95
O=S(=O)(/C=C/c1ccccc1)N1CCOCC1,26,-3,3,-8,1,1.1,-14,0.97
COc1ccc(CNC(=O)COC(=O)c2cc(-c3cccs3)nc3ccccc23)cc1OC,7,-5,12,-5,-6,1.3,-31,0.88
CCNc1nc(N)c(C(=C(C#N)C#N)c2ccccc2)s1,-11,-3,-2,10,-2,0.97,3,1
CCCCN(CC)CCCNC(=O)CS(=O)(=O)Cc1nc(-c2cccc(OC)c2)oc1C,1,-2,6,-2,-6,0.86,14,0.94
COc1ccc(NC(=O)C/C(C)=N/NC(=O)c2ccccn2)c(OC)c1,6,2,5,-5,-5,1.3,-28,0.95
Cc1cc(C)n(C(=O)COc2ccccc2C)n1,9,-2,10,-4,-11,0.95,5,0.9
C=CCN1C2CCCC1CC(NC(=O)Nc1cccc(C(C)=O)c1)C2 (stereo not given),-16,1,7,-3,-2,0.87,13,0.93
C#CCOc1c(Br)cc(/C=N\NC(=O)CN2CCOCC2)cc1OCC,0,-14,0,-5,-3,0.8,20,1
O=C(CN1CCOCC1)Nc1cccc([N+](=O)[O-])c1,7,-2,-2,-3,8,0.94,6,1
# The list continues:
SMILES,PfG6PD inh,A3A deaminase,mIAP inh,HKDC1 inhibitor,ATG4B inhibitor,hIAP act,hIAP block,mIAP activ
Cc1cccc2c1Sc1ccccc1CC2=O,14,-2,8,6,15,1.2,-18,0.92
Cn1c(=N)c(S(=O)(=O)c2ccc(F)cc2)cc2c(=O)n3ccccc3nc21,-15,0,0,-8,-8,0.96,4,0.99
Cc1nn(-c2ccccc2)c(C)c1C(=O)Nc1ccc(N2CCOCC2)cc1,16,-2,1,-9,-10,0.97,3,0.99
CCN(C(=O)COC(=O)CCC(=O)c1cccs1)C1CCCCC1,-6,-5,-6,-5,6,1.1,-5,1.1

# 13 entries already listed, arranged by count of non-hydrogen atoms, lowest first:
SMILES,PfG6PD inh,A3A deaminase,mIAP inh,HKDC1 inhibitor,ATG4B inhibitor,hIAP act,hIAP block,mIAP activ
N=C(N)c1ccc(N)cc1,12,2,3,-2,-1,1,-4,0.97
O=S(=O)(/C=C/c1ccccc1)N1CCOCC1,26,-3,3,-8,1,1.1,-14,0.97
Cc1cc(C)n(C(=O)COc2ccccc2C)n1,9,-2,10,-4,-11,0.95,5,0.9
CCN(CC)c1ccc(N=CN2CCOCC2)cc1,29,0,8,2,6,1,-2,0.92
CCNc1nc(N)c(C(=C(C#N)C#N)c2ccccc2)s1,-11,-3,-2,10,-2,0.97,3,1
CCN(C(=O)COC(=O)CCC(=O)c1cccs1)C1CCCCC1,-6,-5,-6,-5,6,1.1,-5,1.1
COc1ccc(CC(=O)Nc2ccccc2C(=O)N2CCCC2)cc1,-6,-1,5,-5,9,0.96,4,0.95
COc1ccc(NC(=O)C/C(C)=N/NC(=O)c2ccccn2)c(OC)c1,6,2,5,-5,-5,1.3,-28,0.95
Cn1c(=N)c(S(=O)(=O)c2ccc(F)cc2)cc2c(=O)n3ccccc3nc21,-15,0,0,-8,-8,0.96,4,0.99
Cc1ccc(NC(=O)c2ccc(CSc3ncnc4nc[nH]c34)cc2)c(C)c1,7,0,8,-8,1,1.4,-37,0.92
O=C(O)c1ccc(S(=O)(=O)Nc2ccc(O)c(Sc3nc4ccccc4s3)c2)cc1,-10,6,11,12,5,0.92,8,0.89
CCCCN(CC)CCCNC(=O)CS(=O)(=O)Cc1nc(-c2cccc(OC)c2)oc1C,1,-2,6,-2,-6,0.86,14,0.94
COc1ccc(CNC(=O)COC(=O)c2cc(-c3cccs3)nc3ccccc23)cc1OC,7,-5,12,-5,-6,1.3,-31,0.88
